# IDE cell activ: human IDE activators in live cells, primary screen, fluorescence polarization, HEK cells, FAbeta-B substrate; Insulin-degrading enzyme (Homo sapiens), P14735; FAbeta-B cleavage; 0% vehicle, 100% cell-free pure enzyme wells; activation, % at 5.96 µM; actives 0.073% (n = 340,000);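 active means activation above the mean of all tested compounds plus 3 SD, set per screening campaign, cut at about 17% in these data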
# Target sequence (P14735 whole entry, looked up): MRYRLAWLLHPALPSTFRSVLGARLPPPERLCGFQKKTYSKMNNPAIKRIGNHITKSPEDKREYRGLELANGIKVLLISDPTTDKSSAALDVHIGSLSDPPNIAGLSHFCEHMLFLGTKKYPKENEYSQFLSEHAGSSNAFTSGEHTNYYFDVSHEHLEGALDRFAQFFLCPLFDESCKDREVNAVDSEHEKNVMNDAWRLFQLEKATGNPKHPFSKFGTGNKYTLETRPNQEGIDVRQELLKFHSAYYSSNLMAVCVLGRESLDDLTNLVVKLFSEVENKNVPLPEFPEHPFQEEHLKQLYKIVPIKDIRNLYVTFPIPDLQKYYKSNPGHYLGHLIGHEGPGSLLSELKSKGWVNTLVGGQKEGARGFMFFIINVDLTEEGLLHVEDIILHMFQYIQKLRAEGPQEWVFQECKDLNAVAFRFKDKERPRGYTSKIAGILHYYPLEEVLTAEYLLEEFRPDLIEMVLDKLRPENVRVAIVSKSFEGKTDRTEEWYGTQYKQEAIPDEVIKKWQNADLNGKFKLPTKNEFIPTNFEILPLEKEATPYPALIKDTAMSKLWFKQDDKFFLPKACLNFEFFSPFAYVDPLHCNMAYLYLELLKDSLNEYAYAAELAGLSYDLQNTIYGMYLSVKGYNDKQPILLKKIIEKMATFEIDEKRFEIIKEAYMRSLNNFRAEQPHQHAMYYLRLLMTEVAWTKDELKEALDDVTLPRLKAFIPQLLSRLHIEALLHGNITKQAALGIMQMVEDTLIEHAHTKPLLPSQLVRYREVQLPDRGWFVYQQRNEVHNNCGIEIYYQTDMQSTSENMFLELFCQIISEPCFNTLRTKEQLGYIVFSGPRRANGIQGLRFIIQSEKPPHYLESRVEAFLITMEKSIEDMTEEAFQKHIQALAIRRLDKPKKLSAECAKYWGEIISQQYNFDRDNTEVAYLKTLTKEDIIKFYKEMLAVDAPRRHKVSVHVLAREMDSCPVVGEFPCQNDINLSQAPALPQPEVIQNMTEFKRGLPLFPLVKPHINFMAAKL
# IDE inh: human IDE inhibitors in live cells, primary screen, fluorescence polarization, HEK cells, FAbetaB substrate; AID 434962, 2010; Insulin-degrading enzyme (Homo sapiens), P14735; actives 0.41% (n = 320,000); FAbetaB cleavage; inhibition, % at 5.59 µM;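 active means percent inhibition above the average of all tested compounds plus 3 SD, set per screening campaign, cut at about 16% in these data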;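 further: IDE supplied by intact live HEK cells; FP after avidin binding of uncleaved biotin substrate so inhibition keeps polarization high; 0% = DMSO wells and 100% = 60 µM reference IDE inhibitor Ii1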
# The depositor's hits bear a star. Only part of the results is shown, so the mix of outcomes need not match the whole.
[1] O=C(NCCC(=O)N1CCN(c2ccccn2)CC1)c1ccc(Br)cc1
[2] Cc1ccc(S(=O)(=O)N(C)C)cc1NC(=O)COc1ccccc1C(=O)Nc1ccccc1
[3] COc1ccc(Cc2nnc(SCC(=O)c3c(N)n(C4CC4)c(=O)[nH]c3=O)o2)cc1
[4] COCCN(C(=O)c1ccccc1Oc1ccccc1)c1c(N)n(CC(C)C)c(=O)[nH]c1=O
[5] Cn1c(N)c(C(=O)COC(=O)COc2cccc(Br)c2)c(=O)n(C)c1=O
[6] CSc1cccc(Nc2ccc(S(=O)(=O)N3CCOCC3)cc2[N+](=O)[O-])c1
[7] Cc1cccc(C(=O)NCC(=O)N2CCN(S(=O)(=O)c3cc(C)ccc3C)CC2)c1
[8] Cc1ccc(S(=O)(=O)N2CCOCC2)cc1NC(=O)CNCc1ccc(Cl)cc1Cl
compound no.	1	2	3	4	5	6	7	8
IDE cell activ	1.0	-2.3	1.1	3.4	0.8	1.3	-4.9	6.3
IDE inh	2.1	-1.5	-0.5	-0.3	-3.6	-0.2	4.6	2.4

[9] O=C(COC(=O)c1ccncc1)Nc1cc(S(=O)(=O)N2CCOCC2)ccc1Cl
[10] Cn1c(N)c(C(=O)COC(=O)/C=C/c2ccc(Cl)c(Cl)c2)c(=O)n(C)c1=O
[11] CC1CCN(C(=O)c2cccc(S(=O)(=O)N3CCCc4ccccc43)c2)CC1
[12] O=C(c1ccc(-c2cccc(C(F)(F)F)c2)o1)N1CCCCCCC1
[13] Nn1c(-c2ccccc2)cc(-c2ccccc2)cc1=O
[14] COc1cccc(Oc2ccc(S(=O)(=O)N3CCOCC3)cc2[N+](=O)[O-])c1
[15] COCc1ccc(-c2c(-c3ccccc3OC)sc3cc4c(cc23)OCO4)cc1
[16] CC1CN(C(=O)c2cccc(S(=O)(=O)NCc3ccccc3)c2)CC(C)O1 (stereo not drawn)
compound no.	9	10	11	12	13	14	15	16
IDE cell activ	1.1	4.0	-5.3	1.4	1.3	-0.2	-5.5	0.9
IDE inh	1.2	5.5	2.8	3.0	-1.9	2.4	8.4	1.9

[17] O=C(COc1ccccc1[N+](=O)[O-])Nc1ccc2c(c1)CCC2
[18] CC1CN(C(=O)COC(=O)Cc2ccc(Cl)cc2)CC(C)O1 (stereo not drawn)
[19] CC(C)Oc1ccc(S(=O)(=O)N2CCCCC2)cc1NC(=O)C1=COCCO1
[20] COc1ccc(S(=O)(=O)N2CCOCC2)cc1NC(=O)CCCOc1ccccc1
[21] COc1ccc(NC(=O)CN(C)C(=O)CCC(=O)c2ccc(C)cc2)cc1
[22] CC(C)(C)[C@H]1COC(=O)[C@@H](NC(=O)OCC2c3ccccc3-c3ccccc32)C/C=C\C[C@@H](CC(=O)N[C@@H](CO)Cc2ccccc2)C(=O)N1
[23] CC(OC(=O)c1cccc(NS(C)(=O)=O)c1)C(=O)Nc1ccc2c(c1)OCO2 (stereo not drawn)
[24] CC(C)CN(C(=O)COC(=O)/C=C/c1ccccc1)C1CCS(=O)(=O)C1 (stereo not drawn)
compound no.	17	18	19	20	21	22	23	24
IDE cell activ	1.1	-1.4	4.3	-4.3	-4.0	1.1	-1.5	1.3
IDE inh	3.1	-1.4	5.4	0.4	2.4	-1.8	-0.8	-1.7

[25] COc1ccc(CN(C)CC(=O)Nc2ccccc2C(=O)NC2CC2)cc1OC
[26] O=C(Nc1ccc(F)cc1)C1CCCN(C2=NS(=O)(=O)c3ccccc32)C1 (stereo not drawn)
[27] COc1cc(C(=O)OC(C)C(=O)N2CCCC2)cc2c1OCCO2 (stereo not drawn)
[28] O=C(/C=C/c1ccc(Br)cc1)N1CCN(Cc2ccccc2)CC1
[29] COc1ccccc1OCCNC(=O)CN1C(=O)NC2(CCCCC2)C1=O
[30] O=C(c1cccc(NS(=O)(=O)c2ccccc2)c1)N1CCCCC1
[31] Nc1nc(SCC(=O)Nc2cccc([N+](=O)[O-])c2)n[nH]1
[32] CCOc1ccc(NC(=O)C2CC(=O)N(c3ccc4c(c3)OCCO4)C2)cc1OCC (stereo not drawn)
compound no.	25	26	27	28	29	30	31	32
IDE cell activ	-0.5	-0.3	3.2	7.9	3.7	-1.4	0.6	2.9
IDE inh	0.7	-3.1	-0.6	-4.6	-4.1	8.4	-2.1	4.2

# 13 compounds already listed, arranged by molar mass, largest number first.
[22] CC(C)(C)[C@H]1COC(=O)[C@@H](NC(=O)OCC2c3ccccc3-c3ccccc32)C/C=C\C[C@@H](CC(=O)N[C@@H](CO)Cc2ccccc2)C(=O)N1
[9] O=C(COC(=O)c1ccncc1)Nc1cc(S(=O)(=O)N2CCOCC2)ccc1Cl
[20] COc1ccc(S(=O)(=O)N2CCOCC2)cc1NC(=O)CCCOc1ccccc1
[10] Cn1c(N)c(C(=O)COC(=O)/C=C/c2ccc(Cl)c(Cl)c2)c(=O)n(C)c1=O
[6] CSc1cccc(Nc2ccc(S(=O)(=O)N3CCOCC3)cc2[N+](=O)[O-])c1
[23] CC(OC(=O)c1cccc(NS(C)(=O)=O)c1)C(=O)Nc1ccc2c(c1)OCO2 (stereo not drawn)
[11] CC1CCN(C(=O)c2cccc(S(=O)(=O)N3CCCc4ccccc43)c2)CC1
[14] COc1cccc(Oc2ccc(S(=O)(=O)N3CCOCC3)cc2[N+](=O)[O-])c1
[28] O=C(/C=C/c1ccc(Br)cc1)N1CCN(Cc2ccccc2)CC1
[21] COc1ccc(NC(=O)CN(C)C(=O)CCC(=O)c2ccc(C)cc2)cc1
compound no.	22	9	20	10	6	23	11	14	28	21
IDE cell activ	1.1	1.1	-4.3	4.0	1.3	-1.5	-5.3	-0.2	7.9	-4.0
IDE inh	-1.8	1.2	0.4	5.5	-0.2	-0.8	2.8	2.4	-4.6	2.4

[12] O=C(c1ccc(-c2cccc(C(F)(F)F)c2)o1)N1CCCCCCC1
[27] COc1cc(C(=O)OC(C)C(=O)N2CCCC2)cc2c1OCCO2 (stereo not drawn)
[17] O=C(COc1ccccc1[N+](=O)[O-])Nc1ccc2c(c1)CCC2
compound no.	12	27	17
IDE cell activ	1.4	3.2	1.1
IDE inh	3.0	-0.6	3.1

# (more compounds)
[33] O=C1CCc2cc(NS(=O)(=O)c3ccc(Cl)cc3)cc3c2N1CC3
[34] Cc1ccc2nc(SCC(=O)N3CCN(c4ccccc4)CC3)nc(=O)n2c1
[35] CCN(CC)S(=O)(=O)c1cccc(NC(=O)C2CC(=O)N(c3ccc4c(c3)OCCO4)C2)c1 (stereo not drawn)
[36] Cc1ccc(S(=O)(=O)N2CCOCC2)cc1NC(=O)CSc1ncccn1
[37] Cc1cc(C)c(CN2CCN(C(=O)Cn3ccc(NC(=O)OCc4ccccc4)nc3=O)CC2)c(C)c1
[38] Cc1cc(Cl)ccc1OCC(=O)OCC(=O)N1CCC(C(N)=O)CC1
[39] O=C(COc1ccc(F)cc1Br)NCCCN1CCCC1=O
[40] CC[C@]12c3[nH]c4ccccc4c3CCN1C(=O)C(CC(=O)NCCN1CCOCC1)C[C@@H]2C(=O)N1CCN(C(=O)C2CC2)CC1 (stereo partly drawn)
compound no.	33	34	35	36	37	38	39	40
IDE cell activ	4.1	0.3	2.6	1.9	3.5	-2.6	3.3	-0.2
IDE inh	-1.4	7.6	-6.3	-5.8	7.0	1.2	-1.3	0.5

[41] CC(=O)N1CCN(C(=O)c2cccc(S(=O)(=O)NCc3ccccc3)c2)CC1
[42] Cc1ccc(S(=O)(=O)NC(CC(C)C)C(=O)NCC(C)(C)N2CCOCC2)cc1 (stereo not drawn)
[43] CCOc1ccc(NC(=O)CN(C)C(=O)c2cc(-c3ccc(OC)cc3)nc3ccccc23)cc1OCC
[44] CCN(CC(=O)Nc1ccc(NC(C)=O)cc1)C(=O)c1cc2c(s1)CCCC2
[45] Nc1ccncc1N
[46] CCOC(=O)C1=C(COC(=O)CCc2ccc(F)cc2)NC(=O)NC1C (stereo not drawn)
[47] COc1ccc(OC)c(-c2nn(-c3ccccc3)cc2C(=O)N2CCc3ccccc3C2)c1
[48] CC(C)C(NC(=O)c1ccc(C(C)(C)C)cc1)C(=O)NCc1ccccn1 (stereo not drawn)
compound no.	41	42	43	44	45	46	47	48
IDE cell activ	8.6	1.7	4.1	1.6	-2.3	1.0	2.5	4.4
IDE inh	-0.1	1.3	-0.5	-1.4	-1.3	0.1	3.9	-1.2

[49] CC(C)c1ccc(S(=O)(=O)N2CCN(C(=O)C3=COCCO3)CC2)cc1
[50] O=C(c1ccc(S(=O)(=O)N2CCCCCC2)cc1)N1CCN(Cc2ccccc2)CC1
[51] COc1ccccc1-c1nn(-c2ccccc2)cc1C(=O)NCC(c1ccco1)N1CCCC1 (stereo not drawn)
[52] Cc1sc2ncn(CC(=O)NC3CCCCC3)c(=O)c2c1C
[53] O=C(C1CCN(S(=O)(=O)c2ccccc2)CC1)N1CCN(c2ccccc2F)CC1
[54] CSCCC(NC(=O)CCNC(=O)c1ccccc1Cl)c1nc2ccccc2[nH]1 (stereo not drawn)
[55] Cc1ccc(NC(=O)c2cccc(S(=O)(=O)N3CCc4ccccc4C3)c2)nc1
[56] Cn1cccc1C1CCCN1CC(=O)Nc1ccc(F)c(F)c1F (stereo not drawn)
compound no.	49	50	51	52	53	54	55	56
IDE cell activ	-4.2	-2.7	4.0	-2.3	-4.3	2.6	0.9	-0.2
IDE inh	1.3	-0.4	-2.7	-2.1	-1.6	-0.5	-4.0	-2.0

[57] Cc1ccc(S(=O)(=O)N2CCN(C(=O)COC(=O)CCOc3ccccc3)CC2)c(C)c1
[58] CC(C)(C)OC(=O)N1CCC(CC2CC(c3ccncc3)=NO2)(C(=O)O)CC1 (stereo not drawn)
[59] COc1ccccc1C(=O)NCCC(=O)NC(C)c1ccc(-n2ccnc2)cc1 (stereo not drawn)
[60] Cc1cc(NC(=O)c2cccc(Br)c2)n[nH]1
[61] Cc1ccc(S(=O)(=O)N2[C@@H](c3ccccc3)C(C(=O)O)=CC[C@H]2c2ccc(Cl)c(Cl)c2)cc1
[62] COc1ccc(S(=O)(=O)Nc2cccc3c2O[C@H](CN(C)C(=O)NC2CCCCC2)[C@@H](C)CN([C@H](C)CO)C3=O)cc1
[63] C/C(=N\NC(=O)c1cccc(S(=O)(=O)N2CCCC2)c1)c1ccc(OCC(=O)N(C)C)cc1
[64] COc1ccc(NC(=O)CN(C)C(=O)c2c(C)nn(Cc3ccc(C)cc3)c2Cl)cc1
compound no.	57	58	59	60	61	62	63	64
IDE cell activ	3.5	-3.5	1.9	-0.4	-4.7	8.3	4.2	2.0
IDE inh	-2.6	-1.7	3.5	-2.8	0.3	5.6	-5.5	8.0

[65] CCOC(=O)N1CCN(C(=O)c2ccc(NS(=O)(=O)c3ccc4[nH]c(=O)[nH]c4c3)cc2)CC1
[66] C/C(=N\Nc1ccc(S(=O)(=O)N2CCCCC2)cn1)c1cccc(Br)c1
[67] COc1ccccc1CNC(=O)C(NC(=O)C1CCCCC1)C(C)C (stereo not drawn)
[68] CN(C)S(=O)(=O)c1cccc(NC(=O)c2ccc(N3CCCC3=O)cc2)c1
[69] COc1cc(C(=O)Nc2ccn(C)n2)ccc1OC(F)F
[70] Cc1cccc(C)c1NC(=O)CNC(=O)c1ccc(S(=O)(=O)NCc2ccco2)cc1
[71] CCOc1ccc(NC(=O)COC(=O)Cn2nc(C)c([N+](=O)[O-])c2C)cc1OCC
[72] C=CCOc1ccc(/C=C/C(=O)OCC(=O)NCc2ccco2)cc1
compound no.	65	66	67	68	69	70	71	72
IDE cell activ	0.1	4.7	4.2	-3.7	1.6	-3.9	0.5	-3.4
IDE inh	-2.0	-2.5	3.0	5.9	-0.4	-3.9	-4.0	4.0

[73] O=C(C[C@@H]1C/C=C\C[C@H](Cc2ccc(F)cc2)C(=O)OC[C@H]2CCCN2C1=O)NCCO
[74] O=C(CNS(=O)(=O)c1ccc(Cl)cc1)NC1CCCCC1
[75] CCCc1cc(=O)[nH]c(SCC(=O)Nc2ccc(OC)c(S(=O)(=O)N3CCCCC3)c2)n1
[76] Cc1ccc(Cl)c(NC(=O)CSc2cccc[n+]2[O-])c1Cl
[77] Cc1ccc(S(=O)(=O)N2CCN(C(=O)c3cc4c(s3)CCCC4)CC2)c(C)c1
[78] C=CCn1c(C)nnc1SCC(=O)Nc1ccc2c(c1)OCCO2
[79] CCc1ccc(OCC(=O)NNC(=O)C2CCC2)cc1
[80] CCCCn1c(N)c(N(CCC(C)C)C(=O)C(C)N2C(=O)c3ccccc3C2=O)c(=O)[nH]c1=O (stereo not drawn)
compound no.	73	74	75	76	77	78	79	80
IDE cell activ	-0.3	3.5	-3.1	3.8	-2.2	2.7	-0.9	4.5
IDE inh	-0.4	2.1	4.6	1.6	0.7	14.1	-8.5	-2.2

[81] CCN(CC(=O)NCc1cccs1)C(=O)CCCOc1ccccc1
[82] CC(Sc1nnc(C2CC2)n1C1CC1)C(=O)Nc1cccc(S(=O)(=O)N2CCOCC2)c1 (stereo not drawn)
[83] O=S(=O)(Nc1ccc(-n2cnnn2)cc1)c1ccccc1F
[84] C/C(=C\c1ccc(C(=O)O)cc1)c1ccc2c(c1)C(C)(C)CCC2(C)C
compound no.	81	82	83	84
IDE cell activ	-1.5	-4.0	1.5	4.4
IDE inh	3.2	6.8	3.4	-4.7

# Bioassay records (PubChem)
